Tau FP inhib = blocks human tau fibril formation measured by polarization. K18 P301L tau heparin fibrillization, Alexa594 FP, 6 h. hit rate 0.39% among 280,000. Potency, µM (titrated, usually from 57.7 µM), without a hit: at the highest dose activity, negative = inhibition, hits mostly inhibitors; note: potency is the fitted concentration of half-maximal effect; % is set by controls: 0 for no effect and ±100 for the full control effect; nearly all actives have a fitted effect of over 55% in size
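Recombinant K18 P301L […], labeled with Alexa 594 at 0.24 uM over 15 uM unlabeled; heparin inducer 20 uM final; 37 C, 6 hr; FP endpoint.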
NPSR antag = neuropeptide S receptor (human) antagonism, cAMP; Potency, µM (series often up to 38.3 µM), inactives show at the top dose activity change, negative = inhibition, most hits filed as inhibitors; CHO-NPSR cells, cAMP TR-FRET, antagonist mode; Q6W5P4; hit rate 1% among 220,000; note: potency is the fitted concentration of half-maximal effect; % is set by controls: 0 for no effect and ±100 for the full control effect; nearly all actives have a fitted effect of over 50% in size; many of its hits are not listed in these tables
Target sequence (Q6W5P4 whole entry, looked up): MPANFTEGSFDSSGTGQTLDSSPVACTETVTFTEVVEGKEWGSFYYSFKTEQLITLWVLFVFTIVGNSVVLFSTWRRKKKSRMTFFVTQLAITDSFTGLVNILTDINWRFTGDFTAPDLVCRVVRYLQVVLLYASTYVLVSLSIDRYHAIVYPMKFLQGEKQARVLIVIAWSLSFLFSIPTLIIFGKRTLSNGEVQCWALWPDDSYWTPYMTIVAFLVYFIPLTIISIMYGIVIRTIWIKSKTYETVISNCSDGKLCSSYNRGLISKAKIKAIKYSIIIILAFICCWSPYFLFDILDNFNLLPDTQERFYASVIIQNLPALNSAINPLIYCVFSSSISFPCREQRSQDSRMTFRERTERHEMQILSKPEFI
TR SRC2 fluor cs = counter-screen for TRb-SRC2 inhibitors: fluorescence interference; TRb/SRC2 Texas Red total fluorescence interference; Potency, µM (highest dose often 106 µM), without a hit: at the top dose fluorescence change, negative = quenching; hit rate 0.29% among 280,000; active = well fitted curve in either direction with a large enough effect; inconclusive = small, poorly fitted or top-dose-only effect; note: potency is the fitted concentration of half-maximal effect; % is set by controls: 0 for no effect and ±100 for the full control effect
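Flags fluorescent or light-absorbing compounds by total fluorescence, S + 2P, at 555 nm excitation and 632 nm emission. Mixture: 20 nM Texas Red SRC2 peptide, 0.6 uM human TRb LBD, 1 uM T3, 5% DMSO; compound exposure 5 h at ambient temperature.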
Tau fluor cs = counter-screen for tau fibril formation inhibitors. hit rate 0.93% among 280,000. tau K18 P301L (four-repeat tau fragment) Alexa594 fluorescence, heparin fibrillization. Potency, µM (highest dose often 57.7 µM), inactives show at the top dose activity change, negative = decrease; note: potency is the fitted concentration of half-maximal effect; % is set by controls: 0 for no effect and ±100 for the full control effect; nearly all actives have a fitted effect of over 55% in size
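Human K18 P301L tau (15 uM unlabeled plus 0.24 uM Alexa 594-labeled, final) in 100 mM sodium acetate pH 7 was mixed with compound and 20 uM heparin and incubated 6 hr at 37 C.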
CBFb-RUNX1 inh = blocks binding between human CBF-beta and RUNX1; Q01196+Q13951; AlphaScreen CBFb-His/RUNX1-biotin binding, biochemical; Potency, µM (highest dose often 59.8 µM), for the others: at the top dose activity, negative = inhibition, actives largely listed as inhibitors; 230,000 tested, under 10 active; AID 1477; note: % of control where 0% means no effect
Target sequence (Q01196 whole entry, looked up): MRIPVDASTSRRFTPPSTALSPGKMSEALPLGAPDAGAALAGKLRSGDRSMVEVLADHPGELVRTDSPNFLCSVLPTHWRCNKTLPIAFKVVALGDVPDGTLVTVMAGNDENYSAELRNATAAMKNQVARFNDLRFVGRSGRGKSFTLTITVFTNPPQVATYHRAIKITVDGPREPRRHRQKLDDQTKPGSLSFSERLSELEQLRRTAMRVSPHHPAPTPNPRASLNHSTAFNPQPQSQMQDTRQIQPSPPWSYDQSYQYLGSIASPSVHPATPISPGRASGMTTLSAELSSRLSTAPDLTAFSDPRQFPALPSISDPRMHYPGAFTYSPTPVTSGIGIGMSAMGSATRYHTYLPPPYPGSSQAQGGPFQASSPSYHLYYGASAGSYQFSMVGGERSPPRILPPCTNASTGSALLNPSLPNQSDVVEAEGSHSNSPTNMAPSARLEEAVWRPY
Target sequence (Q13951 whole entry, looked up): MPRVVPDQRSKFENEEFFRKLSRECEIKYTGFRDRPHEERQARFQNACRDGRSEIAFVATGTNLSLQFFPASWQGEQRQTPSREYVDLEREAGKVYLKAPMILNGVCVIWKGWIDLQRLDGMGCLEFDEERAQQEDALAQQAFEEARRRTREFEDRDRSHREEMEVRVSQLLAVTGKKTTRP
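Proteins preincubated together for 20 min at RT before compound addition; 15 min later, nickel and streptavidin beads were added and left 90 min prior to AlphaScreen measurement.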
Epigenetic reg = regulators of epigenetic silencing causing reporter derepression in mouse cells; murine LDR cells, GFP reporter derepression, 30 h; Potency, µM (doses to about 53.9 µM), for inactives: at the top dose GFP activation, most hits filed as activators; hit rate 0.2% among 280,000; note: potency is the fitted concentration of half-maximal effect; % of control where 0% means no effect; nearly all actives have a fitted effect of over 60% in size
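GFP-positive cell count by laser-scanning cytometry (objects 20–120 um) after 30 h, 37 C compound exposure of murine LDR cells; reporter is CMV-GFP integrated at a silenced locus, inducible by HDAC or DNMT inhibitors.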
GLA spleen mod = alpha-galactosidase A (human) modulation | hit rate 0.008% among 240,000 | P06280 | Potency, µM (series often up to 80 µM), for the others: at the highest dose activity change, negative = inhibition, actives largely listed as inhibitors | AID 2107 | human spleen homogenate, 4MU-alpha-Gal fluorescence, 40 min;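 note: potency is the fitted concentration of half-maximal effect; 0% = enzyme with vehicle and -100% = no enzyme basal signal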
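Human spleen homogenate (1 ug) as enzyme source, 4-methylumbelliferyl-alpha-D-galactopyranoside 1 mM final, citrate/phosphate pH 5.0 with 0.01% Tween-20. Compounds 40 min at 37C, NaOH/glycine stop; fluorescence Ex 365/Em 440, Hill-fit AC50.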
TRb SRC2 PPI = disrupts binding of human TR beta to SRC2; P10828; TRbeta-SRC2 peptide binding, fluorescence polarization; receptor liganded with 1 µM T3; Potency, µM (doses to about 106 µM), for inactives: at the highest dose activity change, negative = inhibition, most hits filed as inhibitors; hit rate 0.065% among 280,000;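 note: potency is the fitted concentration of half-maximal effect; plate controls were bound peptide for no effect and peptide without receptor for full effect; nearly all actives have a fitted effect of over 50% in size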
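Compounds were added to 0.6 uM TRb ligand-binding domain and 20 nM Texas Red-labeled SRC2 peptide in Tris buffer containing 1 uM T3, incubated 5 hr at ambient temperature, then read by fluorescence polarization.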
Numbers without * were called inactive; ? = inconclusive; · = no result given; [ ] = remark or other dose. Unless noted, calls come from the whole dose curve; as a rule, active = well fitted curve in the direction sought with a large enough effect; inconclusive = small, poorly fitted or top-dose-only effect, or another doubt; inactive = no such curve, though single readings can be large; an effect the other way counts as inactive or inconclusive. A portion of the library; rates above refer to the full screens.

SMILES | Tau FP inhib | NPSR antag | TR SRC2 fluor cs | Tau fluor cs | CBFb-RUNX1 inh | Epigenetic reg | GLA spleen mod | TRb SRC2 PPI
C#CC(=O)N(c1cc(OC)ccc1OC)C(C(=O)NC1CCCC1)c1cccs1 (stereo not given) | 15% | 10µM* | -2% | 3% | 0% | 1.1% | 0% | -9%
Cc1ccc(CN(Cc2cccnc2)C(=S)Nc2cccc(Cl)c2C)cc1 | -12% | ? | 2% | -27% | 5% | 7.8% | -6% | -2%
c1csc(-c2nc3ccccc3s2)c1 | -6% | 0% | 1% | 0% | 11% | -1.0% | -2% | -4%
COc1ccc(S(=O)(=O)N2CCC(C(=O)N3CCOCC3)CC2)cc1 | -4% | 9%[46.1 µM] | -2% | -10% | 5% | -0.9% | 1% | 5%
CC(=O)Nc1nc(-c2cccs2)cs1 | 3% | -1%[46.1 µM] | -1% | -4% | 6% | -1.1% | 5% | 1%
COc1cc(OC)c(Nc2nc3ccc(C(=O)c4ccccc4)cc3n3c(C)nnc23)cc1Cl | 5% | · | -2% | -7% | · | -0.7% | · | 0%
C/C=C\C(=O)Nc1cccc(C2=NOC3(C2)C[C@@H](C(N)=O)N(C(=O)c2ccccc2)C3)c1 (stereo not given in full) | 1% | 17% | -1% | 11% | -12% | -0.1% | -10% | -7%
Cc1ccc(S(=O)(=O)N2CCN=C2SCc2ccc(Cl)c(Cl)c2)cc1 | -7% | -35% | 0% | -21% | 6% | -3.0% | -28% | -7%
O=C(Cn1nnc(-c2ccc(S(=O)(=O)N3CCCC3)cc2)n1)Nc1ccccc1-n1cccc1 | -16% | -30%[46.1 µM] | 2% | -24% | -5% | 8.1% | -6% | -1%
CCC(C)(C)NC(=O)/C=C/c1cc(OC)c(OC)c(S(=O)(=O)N2CCc3ccccc32)c1 | -2% | 14% | 1% | -10% | -1% | 4.3% | 2% | 1%
CCCCOCCCn1c(-c2ccco2)nc2nc3ccccc3nc21 | -1% | -24%[46.1 µM] | -8% | -12% | -2% | 5.1% | 8% | -9%
COc1ccc(CCN2C(=NC(C)=O)SC3CS(=O)(=O)CC32)cc1OC (stereo not given) | 1% | 16% | -3% | 11% | 11% | 1.0% | 6% | -4%
O=C(CCc1n[nH]c(=O)[nH]c1=O)Nc1cccc([N+](=O)[O-])c1 | -14% | 20% | -1% | -20% | -11% | -1.1% | -17% | -9%
CCOC(=O)N1CCN(C(=O)COc2cc(=O)n(C)c3ccccc23)CC1 | -2% | -2%[46.1 µM] | -1% | 2% | 8% | 0.0% | -2% | 8%
O=C(O)c1cc(=O)c2cc(Cl)ccc2o1 | 7% | -21%[46.1 µM] | -2% | 5% | 1% | 0.7% | 5% | 2%
COc1cc(NC(=O)C2=C(N3CCOCC3)/C(=C\c3ccc(Br)cc3)CC2)cc(OC)c1OC | 11% | -40% | -1% | -10% | 1% | 0.0% | 2% | -7%
CN1CCC(OC(=O)COc2ccc(Br)cc2)CC1 | 5% | 6% | 1% | 5% | -6% | -0.4% | -15% | -9%
CN1OCC(S(=O)(=O)c2ccccc2)C1c1ccccc1 (stereo not given) | 11% | 4% | -1% | 6% | 30% | -4.1% | -2% | 5%
N=C1/C(=C\c2coc3ccccc3c2=O)C(=O)N=C2SC=CN12 | -4% | -32% | -6% | -28% | -2% | 5.4% | 5% | 0%
COc1cccc(-c2nc(C(N)=O)c3[nH]c(=O)n(-c4ccccc4)c3n2)c1OC | -5% | 11%[46.1 µM] | -7% | -2% | 11% | 0.0% | 0% | -3%
C[C@H]1COC(=O)[C@H]2CCCN2C(=O)[C@@H](C)COC(=O)[C@H](Cc2ccccc2)NC1=O | 4%[11.6 µM] | · | -10%[11.2 µM] | -3%[11.6 µM] | 19%[13.1 µM] | 1.1%[10.1 µM] | 12%[17.5 µM] | 5%[11.2 µM]
CCOC(=O)c1cccc(NC(=O)CSc2nnc(COc3ccccc3)n2CC)c1 | -4% | -11%[46.1 µM] | 1% | -26% | 4% | -0.2% | -6% | 1%
CCC(C)N(C(=O)COC(=O)C1C(C(=O)OC)=C(C)NC(C)=C1C(=O)OC)C1CCS(=O)(=O)C1 (stereo not given) | -3% | 3% | 0% | 0% | -13% | -0.2% | 3% | -1%
COc1cc(NC(=O)CSc2nc3ccccc3cc2Cc2ccccc2)cc(OC)c1 | -12% | -19%[46.1 µM] | -5% | -17% | 2% | 2.0% | -1% | 2%
Cc1ccc(NCN2C(=O)C3C4CCC(C4)C3C2=O)cc1 (stereo not given) | 2% | -6%[46.1 µM] | -2% | -5% | -5% | 1.4% | -1% | 2%
CCCCOc1ccc(C(=O)NCc2nnnn2-c2ccc(C)c(C)c2)cc1 | 6% | · | -1% | -24% | · | -1.1% | · | -7%
CN1/C(=C\C=[N+](C)c2ccccc2)C(C)(C)c2ccccc21 | 0% | 12%[46.1 µM] | 17% | 25% | -3% | -1.3% | -12% | 17%
O=C(CCNS(=O)(=O)c1cccs1)Nc1nccs1 | 0% | -5%[46.1 µM] | -1% | -2% | -1% | 1.1% | -10% | -4%
Cc1cc(C)cc(C(=O)N(NC(=O)Nc2ccc(Cl)cc2)C(C)(C)C)c1 | -14% | -29%[46.1 µM] | -3% | -27% | 5% | -1.2% | -6% | -4%
Cn1c(=O)oc2cc(S(=O)(=O)NCCC(=O)Nc3ccc4c(c3)OCCO4)ccc21 | ? | -8%[46.1 µM] | 0% | -7% | 3% | 0.0% | -5% | 0%

In another format: 2 of the compounds above
structure	Tau FP inhib	NPSR antag	TR SRC2 fluor cs	Tau fluor cs	CBFb-RUNX1 inh	Epigenetic reg	GLA spleen mod	TRb SRC2 PPI
CN1CCC(OC(=O)COc2ccc(Br)cc2)CC1	5%	6%	1%	5%	-6%	-0.4%	-15%	-9%
CN1OCC(S(=O)(=O)c2ccccc2)C1c1ccccc1 (stereo not given)	11%	4%	-1%	6%	30%	-4.1%	-2%	5%

Additional results:
SMILES | Tau FP inhib | NPSR antag | TR SRC2 fluor cs | Tau fluor cs | CBFb-RUNX1 inh | Epigenetic reg | GLA spleen mod | TRb SRC2 PPI
Cc1cccc(NC(=O)CSc2ncc(-c3ccccc3)[nH]2)c1C | -8% | · | -20% | -24% | · | -0.2% | · | 0%
O=C(Cn1c(-c2ccccc2)c[n+]2ccsc12)c1ccccc1 | -6% | -4% | 0% | -4% | 4% | -4.4% | -1% | 1%
CS(=O)(=O)N1CCC(N2CCN(Cc3ccccc3)C(=O)C2=O)CC1 | -3% | · | 0% | 1% | · | -2.5% | · | 4%
O=C(NC1CCCCC1)C(c1ccco1)N(C(=O)C(F)(F)F)C1CC1 (stereo not given) | -6% | 2%[46.1 µM] | -2% | -1% | 5% | -1.2% | -5% | -12%
COc1cc(/C=N/NS(=O)(=O)c2ccc(C)cc2)ccc1OCc1cccc(C(=O)O)c1 | -3% | 14% | 0% | -12% | -1% | -0.9% | 5% | -2%
CCOC(=O)c1ccc(NC(=O)CSc2nnc(Cn3c(=O)sc4ccccc43)n2C)cc1 | -11% | 5% | 0% | -15% | 9% | 0.0% | 2% | 6%
O=C(CSc1nc2c(c(=O)n1-c1ccc(Cl)cc1)SCC2)NCC1CCCO1 (stereo not given) | 3% | -8%[46.1 µM] | 0% | 0% | -1% | -0.7% | 3% | -2%
O=C(OCc1ccco1)c1cccnc1 | 5% | 15% | -1% | -1% | -7% | 13% | 1% | 3%
Cc1c(NS(=O)(=O)c2cccc(C(=O)OCC(=O)N(C)C3CCCCC3)c2)c(=O)n(-c2ccccc2)n1C | 2% | -8% | -1% | 6% | 8% | -0.3% | 9% | -2%
Cc1[nH]nc2c1C(c1cccs1)C1=C(CCCC1=O)N2 (stereo not given) | -3% | 3% | -1% | -7% | 3% | -5.3% | 5% | 0%
O=C(O)c1ccc(NS(=O)(=O)c2ccc(Cl)c(Cl)c2)cc1O | 1% | -5%[46.1 µM] | -1% | 4% | 1% | 0.9% | -2% | 1%
O=C(OCC(=O)N1CCCCCC1)c1ccc(S(=O)(=O)N2CCOCC2)cc1 | -6% | 20% | -6% | -7% | -5% | -1.3% | 4% | -8%
Cc1ccc2c(c1)C(c1ccccc1)N(C(=O)c1ccc(S(=O)(=O)N3CCCC3)cc1)CC(=O)N2 (stereo not given) | -1% | · | -4% | -9% | · | 0.4% | · | 11%
CCOC(=O)C(=CNc1ccc(C(F)(F)F)cc1Cl)C(=O)OCC | 2% | 28% | -1% | -5% | 3% | -0.3% | 2% | 3%
CC(C)CC1NC(=O)N(CC(=O)N2CCCc3ccccc32)C1=O (stereo not given) | 7% | -6% | 1% | 1% | 9% | 0.0% | 1% | 1%
CCOC(=O)CNc1c(-c2ccc(O)cc2)nc2ccccn12 | 7% | -8%[46.1 µM] | 0% | -11% | 2% | -1.0% | -10% | 7%
c1ccc(COc2ccc(OCCCNC3CCCC3)cc2)cc1 | 7% | 16%[46.1 µM] | 2% | -14% | 0% | -5.5% | -6% | 4%
CC(C)NC(=O)CN(Cc1ccccc1)S(=O)(=O)c1ccccc1 | 4% | -5%[46.1 µM] | 1% | 3% | 5% | -1.8% | 2% | 5%
CCOC(=O)OCC1OC(CCc2ccccc2)CCC1Oc1ccc(OC)cc1 (stereo not given) | -9%[11.6 µM] | · | -2%[11.2 µM] | -13%[11.6 µM] | 19%[13.1 µM] | 0.0%[10.1 µM] | -3%[17.5 µM] | 2%[11.2 µM]
O=C(CNS(=O)(=O)N1CCOCC1)N/N=C/c1cccnc1 | -3% | -14% | 0% | -4% | 1% | 0.0% | -11% | 0%
Cc1cc2c(n1-c1ccc(C(N)=O)cc1)CC(C)(C)CC2=O | -5% | -4%[46.1 µM] | 3% | 1% | -6% | -1.2% | 2% | -12%
CCOC(=O)/C=c1\s/c(=C\c2sccc2C)c(=O)n1CC(=O)NCc1ccc(C)cc1 | -16% | -32% | -1% | -1% | 1% | 7.9µM* | 6% | 9%
O=c1cc(CN2CCN(c3ccc(F)cc3)CC2)c2cc3c(cc2o1)CCCC3 | -2% | -10%[46.1 µM] | -3% | -11% | -1% | -0.9% | 6% | 3%
COc1ccc(-c2noc(CSc3nnc(C)n3-c3ccc(C)cc3)n2)cc1 | 4% | · | ? | -21% | · | 0.0% | · | -6%
COC(=O)c1c(NC(=O)Cc2ccccc2)sc(C)c1C | -4% | -9%[46.1 µM] | -4% | -23% | 18% | 0.7% | -7% | -1%

Screens as filed in PubChem BioAssay.
